Hsp70 inhibitors: Hsp70 inhibitors, probe displacement, primary screen, biochemical, fluorescence polarization (AID 583); Heat shock 70 kDa protein 1A (Homo sapiens); Hsp70 fluorescence polarization probe displacement, mP; higher % means a stronger effect; one-dose displacement, % at 20 µM; IC50 in µM for titrated hits; actives 0.06% (n = 140,000); in the data active = displacement above about 50%;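 also: plate controls were vehicle for no effect and reference ligand for full effect; a part of the inactive calls stands beside numbers as strong as those of hits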
Rat MKP-3 inhibitors: MKP-3 phosphatase inhibitors, primary screen, biochemical, rat enzyme, in vitro (AID 425) | inhibition, % at 20 µM, or IC50 in µM where a hit was titrated | Dual specificity protein phosphatase 6 (Rattus norvegicus) | actives 0.17% (n = 110,000) | recombinant MKP-3 phosphatase activity, fluorescence; higher % means a stronger effect; in the data active = inhibition above about 50%;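 also: plate controls were vehicle for no effect and reference inhibitor for full effect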
* = called active by the depositor; / = not tested or not shown; & = joins results of further samples. The list is partial; the hit share may differ from the screen's.

SMILES	Hsp70 inhibitors	Rat MKP-3 inhibitors
CC(C)CN(C(=O)c1ccc(=O)n(C)n1)c1nc2ccccc2s1	2.1%	0%
O=C(O)c1cccc(CN2C(=O)CSC2=O)c1	-0.6%	-12%
CCOC(=O)C1CCCN(S(=O)(=O)c2cc(Br)cc3c2N(C(=O)C2CC2)CC3)C1 (configuration not stated)	6.7%	0%
CN(C)c1cccc2c(C(NS(=O)(=O)c3ccccc3)C(Cl)(Cl)Cl)ccc(N(C)C)c12 (configuration not stated)	61%	8%
Cc1c(Cl)cccc1NC(=O)C(=O)NCCC(C)C	4.5%	-4%
CCN1C(=O)/C(=C\c2ccc(OCc3ccccc3Cl)cc2)SC1=S	-2.5%	-5%
O=C(Nc1ccc(S(=O)(=O)N2CCCCCC2)cc1)c1ccc(-c2ccccc2)cc1	5.4%	1%
COc1cc(CN2CCN(S(=O)(=O)c3ccc(Cl)cc3)CC2)cc(OC)c1OC	-10%	1%
COc1ccc(NC(=O)Nc2nnc(CCc3ccccc3)s2)cc1	-1.8%	0%
O=C(NCCc1ccc(F)cc1)C(=O)NC1CCCCC1	-0.3%	1%
O=C(OC1CCOC1=O)c1ccc(-c2nc3ccccc3s2)s1 (configuration not stated)	4.7%	5%
O=C(Nc1ccccc1)c1ccccc1C(=O)OCCCCCc1cccs1	-0.3%	3%
COC(=O)C1=C(C)NC2=C(C(=O)CCC2)C1c1ccc(OCc2ccc(Cl)cc2)c([N+](=O)[O-])c1 (configuration not stated)	-0.1%	13%
COc1ccc(NC(=O)c2ccc(OC(C)=O)cc2)cc1O	1.7%	2%
Brc1ccc(-c2cnc3n2CCCC3)cc1	-4.5%	-2%
COCCCNC(=O)Cn1cc2c(n1)CCCCC2	7.9%	-4%
CCCCN1CCCCC1C(=O)Nc1c(C)cc(C)cc1C (configuration not stated)	-2.3%	0%
c1ccc2c(c1)nc(N1CCCCC1)c1nncn12	1.5%	3%
C/C(=N/NC(=O)COc1cccc(Cl)c1)c1cccc([N+](=O)[O-])c1	-2.8%	0%
COC(=O)Cc1ccc2c3ccccc3n(C)c2c1	/	-3%
COc1cc(NC(=O)Cc2nn(C)c(=O)c3ccccc23)cc(OC)c1OC	3.0%	/
O=C(NCCc1ccccc1)c1c(O)c2cccc3c2n(c1=O)CC3	1.6%	3%
O=C(NCCc1ccccc1)C1CCN(S(=O)(=O)c2cccs2)CC1	-1.1%	4%
O=S(=O)(NC1CCCCCC1)c1ccc(Br)s1	-5.7%	/
COc1ccc(NC(=O)N(CCCN(C)C)Cc2cc3cc(OC)ccc3[nH]c2=O)cc1	-2.4%	-7%
O=C(NCCCc1ccccc1)c1cc2ccccc2oc1=O	1.0%	2%
CCC(=O)N(Cc1ccc(C)cc1)Cc1cc2cc3c(cc2[nH]c1=O)OCO3	1.5%	/
O=C1CN=C(Nc2ccccc2Cl)N1c1ccccc1	-3.7%	/
CCOC(=O)N1CCN(C(=O)CN(C2CCCCC2)S(=O)(=O)c2ccc(Cl)cc2)CC1	-3.4%	/
O=C(c1ccc2c(c1)OCO2)N(CC1CCCO1)C1(C(=O)NC2CCCCC2)CCCCC1 (configuration not stated)	-2.2%	/
CC1Cc2ccccc2N1C(=O)c1ccc2snnc2c1 (configuration not stated)	-0.4%	-8%
Cc1ccsc1C(=O)N(c1nc2ccccc2s1)c1c(C)cccc1C	1.5%	/
Cc1ccc(S(=O)(=O)Cc2ccc(C(=O)N3CCN(c4ccccn4)CC3)o2)cc1	-0.8%	-8%
O=Nc1c2nc3ccccc3n(O)c-2c2ccccc12	3.9%	-5%
CC1CCCCN1S(=O)(=O)c1coc(C(N)=O)c1 (configuration not stated)	-4.0%	-9%
CCOC(=O)c1ccc(NC(=O)CSc2nnc(C)n2-c2ccccc2)cc1	-2.4%	-10%
COC(=O)C1=C(C)NC(C)=C(C(=O)OC)C1c1cc2ccc(C)cc2[nH]c1=O	-2.8%	5%
CCOc1ccc(NC(=O)CCN2CCN(c3ccccc3)CC2)cc1	2.1%	8%
S=c1[nH]nc(-c2ccccc2Cl)n1CC1CCCO1 (configuration not stated)	1.4%	-16%
O=C(CSc1ncc(-c2ccc(F)cc2)[nH]1)NCc1ccco1	-0.3%	-5%
Cc1ccc(OCC(=O)Nc2cccc(Cl)c2Cl)c(Br)c1	1.9%	0%
Nn1c(Cc2ccccc2F)nnc1SCn1nnc2ccccc2c1=O	-1.1%	0%
O=C1/C(=C/c2cccs2)SC(=S)N1c1ccc(Br)cc1	-4.8%	2%
Cc1cc(C)nc(SCCN2CCOCC2)n1	2.3%	/
O=[N+]([O-])c1cccnc1N1CCC(c2cc(-c3ccc(Cl)cc3)n[nH]2)CC1	-2.5%	/
CCOC(=O)CN(C(=O)CSc1nnc(CNc2ccc(C)cc2C)n1CC)c1ccccc1	-1.5%	2%
COC(=O)C1=C(C)NC(=O)/C1=C\c1cc(C)n(-c2cccc(C)c2)c1C	1.0%	/
COc1ccc2ccccc2c1C=Nc1ccc([N+](=O)[O-])cc1	3.2%	-2%
O=C(CSc1nnc(-c2ccco2)o1)N1c2ccccc2CCc2ccccc21	-5.3%	-2%
COC(=O)c1ccc2c(c1)NC(=O)C(N1CCOCC1)S2 (configuration not stated)	1.9%	-12%
CC1=C(C(=O)Nc2ccc(F)cc2)C(c2ccncc2)C2=C(CCCC2=O)N1 (configuration not stated)	-2.8%	-17%
O=[N+]([O-])c1ccc(/C=N/Nc2ccccn2)o1	-1.9%	2%
O=C(Nc1ccncc1)Nc1ccccn1	3.3%&5.5%	-1%&-3%
CC1CCCN(C(=O)c2ccc3c(c2)C(=O)N(CCC2=CCCCC2)C3=O)C1 (configuration not stated)	4.7%	5%
Cc1nnc(NC(=O)c2cc3n(n2)C(C(F)(F)F)CC(C2CC2)N3)s1 (configuration not stated)	-2.4%	-4%
COc1ccccc1N/N=C(/C#N)C(=N)N1CCOCC1	-4.0%	0%
COc1nnc(-c2ccc(N3CCOCC3)c(NC(=O)c3ccco3)c2)c2ccccc12	/	-4%
O=C(COc1ccc(Cl)cc1)NNC(=O)C1COc2ccccc2O1 (configuration not stated)	-3.8%	3%
O=C(NC(Cc1ccc(F)cc1)C(=O)O)c1ccccc1 (configuration not stated)	3.9%	-3%
Cc1ccc2oc(=O)c3cnn(CC(=O)N4CCCCC4C)c3c2c1 (configuration not stated)	-0.3%	-4%
Additional entries:
SMILES	Hsp70 inhibitors	Rat MKP-3 inhibitors
O=C(NCCNc1ccc([N+](=O)[O-])cc1)c1ccccc1F	-0.1%	-3%
CCOC(=O)N1CCN(C(=O)CSc2nc3c(cnn3-c3ccc(C)cc3)c(=O)[nH]2)CC1	4.2%	-3%
Cc1ccc(C2C3=C(CC(C)(C)CC3=O)Nc3onc(C)c32)cc1 (configuration not stated)	-0.2%	/
COc1ccc(OC)c(C2NC(=S)NC(C)=C2C(=O)Nc2ccc(Cl)cc2)c1 (configuration not stated)	0.4%	0%
O=C(NCCCN1CCOCC1)c1cccc(Cl)c1	4.6%	0%
CSc1nc(-c2ccco2)nn1C(=O)c1cccs1	3.5%	-6%
CC1(C)CC(=O)C(C(C2=C(O)CC(C)(C)CC2=O)c2cccc(OCc3ccccc3)c2)C(=O)C1 (configuration not stated)	1.4%	-3%
Cc1ccc(C(=O)Nc2cnc3ccccc3c2)cc1	0.9%	/
O=C(NCc1cccnc1)c1ccc(S(=O)(=O)N2CCCCC2)cc1	-4.8%&0.8%	0%
CCOC(=O)N1CC=C2C(C#N)=C(N)C(C#N)(C#N)[C@H](c3cccs3)[C@H]2C1	5.6%	4%
COc1ccc(C2/C(=C(\O)c3ccccc3)C(=O)C(=O)N2Cc2cccnc2)c(OC)c1 (configuration not stated)	-0.9%	2%
CCOCCCNC(=O)C(c1ccc(OC)cc1)N(Cc1ccc2c(c1)OCO2)C(=O)CNC(C)=O (configuration not stated)	1.9%	4%
O=C(/C=C/c1ccc(NC(=O)c2cccs2)cc1)c1ccco1	-2.9%	4%
O=C(N/N=C\c1cc(Br)cc(I)c1O)c1ccc([N+](=O)[O-])cc1	8.9%	2%
COc1ccc(C(=O)CSc2ncn[nH]2)cc1OC	4.5%	-13%
Cn1c(=O)cc2c3c(c(Oc4ccccc4)ccc31)C(=O)c1ccccc1-2	90%	37%
CCOc1ccc2sc(C=NCCc3ccccc3)c(O)c2c1	-1.8%	4%
O=C(OCCN1C(=O)c2ccccc2C1=O)c1cccc(OC(F)F)c1	6.0%	-3%
CC(C)OC(=O)CC(=O)CSc1nc2c(cc1C#N)CCCCCC2	-1.2%	/
Cc1cccc(C(CC(=O)N2CCCC2)c2ccccc2)c1O (configuration not stated)	-1.9%	-4%
Cc1ccc(/C(O)=C2\C(=O)C(=O)N(CC(C)O)C2c2cccc(F)c2)cc1 (configuration not stated)	0.9%	-2%
N#Cc1c(C(F)(F)F)cc(-c2ccco2)nc1SCc1ccncc1	-2.9%	-4%
OCCN(CC(O)Cn1ccc2ccccc21)CC(O)Cn1ccc2ccccc21 (configuration not stated)	-3.3%	0%
CCNC(=O)C(=O)Nc1cc(Cl)ccc1C	-0.2%	-2%
CC1(C)CC(=O)C2=C(C1)c1c(ccc3ccccc13)NC2c1ccc(Br)o1 (configuration not stated)	4.4%	/
O=C(Cn1nc(C(F)(F)F)c2c1CCC2)N1CCN(c2ccccc2)CC1	-0.8%	-6%
COc1ccc(-c2nc(CS(=O)CC(=O)NCCCN3CCCC3)c(C)o2)cc1OC (configuration not stated)	13%	-7%
COCCNC(=O)COC(=O)c1[nH]c(C)c(C(C)=O)c1C	-1.8%	/
Clc1ccc(Nc2nc(-c3cccs3)cs2)nc1	-3.8%	-14%
CCn1cc(C(=O)NCCCOC)c(=O)c2cc(S(=O)(=O)N(C)C3CCCCC3)ccc21	-4.9%	-2%
COCCN(Cc1cc2cccc(C)c2n2nnnc12)C(=O)C(F)(F)F	-8.7%	6%
CCC1CCc2c(sc(NC(=O)CCC3CCCCC3)c2C(N)=O)C1 (configuration not stated)	-0.7%	3%
CC(C)CCNC(=O)C1CCCCN1S(=O)(=O)c1ccc(F)cc1 (configuration not stated)	2.9%	/
CCOC(=O)/C(C#N)=C\c1c(C)cc(C)c(COC)c1C	-2.5%	1%
O=C(Nc1c(Cl)cccc1Cl)c1cc2c(ccc3ccccc32)oc1=O	2.7%	3%
Cc1ccc(O)c(Sc2cc(C)ccc2O)c1	-0.6%	-2%
Cc1cc(-c2nnc3sc(-c4ccc(Cl)cc4Cl)nn23)n[nH]1	-0.7%	0%
COCc1nnc(SCC(=O)NC(C)c2ccccc2)n1-c1ccccc1 (configuration not stated)	2.3%	-7%
COC(=O)c1c(NC(=O)CSc2nc(-c3ccco3)cc(C(F)(F)F)n2)sc2c1CCCC2	1.0%	/
CCOC(=O)C1CCN(C(=O)NC23CC4CC(CC(C4)C2)C3)CC1	-8.9%	-12%

17 of the compounds above, with bars between the fields:
Molecule | Hsp70 inhibitors | Rat MKP-3 inhibitors
Cc1ccc(/C(O)=C2\C(=O)C(=O)N(CC(C)O)C2c2cccc(F)c2)cc1 (configuration not stated) | 0.9% | -2%
N#Cc1c(C(F)(F)F)cc(-c2ccco2)nc1SCc1ccncc1 | -2.9% | -4%
OCCN(CC(O)Cn1ccc2ccccc21)CC(O)Cn1ccc2ccccc21 (configuration not stated) | -3.3% | 0%
CCNC(=O)C(=O)Nc1cc(Cl)ccc1C | -0.2% | -2%
CC1(C)CC(=O)C2=C(C1)c1c(ccc3ccccc13)NC2c1ccc(Br)o1 (configuration not stated) | 4.4% | /
O=C(Cn1nc(C(F)(F)F)c2c1CCC2)N1CCN(c2ccccc2)CC1 | -0.8% | -6%
COc1ccc(-c2nc(CS(=O)CC(=O)NCCCN3CCCC3)c(C)o2)cc1OC (configuration not stated) | 13% | -7%
COCCNC(=O)COC(=O)c1[nH]c(C)c(C(C)=O)c1C | -1.8% | /
Clc1ccc(Nc2nc(-c3cccs3)cs2)nc1 | -3.8% | -14%
CCn1cc(C(=O)NCCCOC)c(=O)c2cc(S(=O)(=O)N(C)C3CCCCC3)ccc21 | -4.9% | -2%
COCCN(Cc1cc2cccc(C)c2n2nnnc12)C(=O)C(F)(F)F | -8.7% | 6%
CCC1CCc2c(sc(NC(=O)CCC3CCCCC3)c2C(N)=O)C1 (configuration not stated) | -0.7% | 3%
CC(C)CCNC(=O)C1CCCCN1S(=O)(=O)c1ccc(F)cc1 (configuration not stated) | 2.9% | /
CCOC(=O)/C(C#N)=C\c1c(C)cc(C)c(COC)c1C | -2.5% | 1%
O=C(Nc1c(Cl)cccc1Cl)c1cc2c(ccc3ccccc32)oc1=O | 2.7% | 3%
Cc1ccc(O)c(Sc2cc(C)ccc2O)c1 | -0.6% | -2%
Cc1cc(-c2nnc3sc(-c4ccc(Cl)cc4Cl)nn23)n[nH]1 | -0.7% | 0%

Later entries
SMILES	Hsp70 inhibitors	Rat MKP-3 inhibitors
CCOC(=O)CSc1nnc(SCCN2C(=O)c3ccccc3C2=O)s1	-0.8%	/
COc1ccccc1NC(=O)/C(=C\c1cccs1)NC(=O)c1ccccc1	2.2%	-8%
O=C1CC(N2CCN(c3ccccc3Cl)CC2)C(=O)N1c1ccc(Cl)cc1 (configuration not stated)	-1.4%	-1%
Cc1ccc(N2C(=O)c3n[nH]c(C)c3C2c2cccnc2)cc1 (configuration not stated)	5.9%	-6%
CC1(C)Cc2cccc(OCC(=O)Nc3ccccc3N3CCOCC3)c2O1	-17%	-6%
C/C(Cl)=C\Cn1c(Nc2ccccc2)nc2c1c(=O)n(C)c(=O)n2C	-0.6%	10%
Cc1cccc(N2CCN(C(=O)c3ccc(Cl)cc3Cl)CC2)c1C	0.4%	0%
CCC(C)NC(=O)CSc1nc2ccccc2c(=O)n1CCCC(=O)NCC1CCCO1 (configuration not stated)	-1.1%	-2%
Nc1nc(CSCCO)nc(Nc2ccc(F)cc2)n1	1.4%	/
CN1CCN(C(=O)c2ccccc2-c2ccccc2C(=O)O)CC1	-3.8%	-8%

Bioassay records (PubChem BioAssay)
